H9c2 TAG inh = reduces triacylglycerol accumulation in H9c2 cells; AID 651582; inhibition, % at 12.5 µM; 0.66% of 230,000 active; Nile Red lipid (TAG) fluorescence; cells loaded with 200 µM oleic acid;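 active = pattern-corrected inhibition of lipid staining of at least 50% with the nuclear-stain viability signal not falling by more than 50%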;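 also: 0% = DMSO wells and 100% = triacsin C control wells; some results filed as inactive read as strong as hits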
H9c2 TAG inh DAPI viability = also measured in H9c2 TAG inh; calls as there; DAPI nuclei signal change (viability), lower = more cytotoxic, %;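 whole-well DAPI fluorescence read on a plate reader as a viability signal; minus 50 percent equals half of cells still viable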
Numbers without * were called inactive. This is a subset; the hit share may differ from the screen's.

SMILES | H9c2 TAG inh | H9c2 TAG inh DAPI viability
CC(=O)Nc1ccc(-c2ccnc3c2CC(C)(C(=O)NCc2ccc(F)c(F)c2)O3)cc1 (configuration not stated) | 21 | -15
C[C@H]1CN([C@@H](C)CO)C(=O)c2cc(Br)cnc2O[C@H]1CN(C)S(=O)(=O)c1cccs1 | -5 | -6
COC(c1ccccc1)c1c(-c2ccccc2)nn(C)c1Cl (configuration not stated) | 6 | -4
CN(C)Cc1cc(O)c(CN(C)C)cc1O | -5 | 5
C[C@@H]1CN([C@@H](C)CO)C(=O)c2cc(NC(=O)CCN3CCOCC3)ccc2O[C@@H]1CN(C)C(=O)Nc1ccccc1 | -17 | 2
Nc1ccc(Oc2ccc(N)c([N+](=O)[O-])c2)cc1[N+](=O)[O-] | -8 | -6
N#Cc1c2ccc(OCC(N)=O)cc2n2ccccc12 | 6 | 16
CCN(CC)c1ccc(NC(=O)c2ccc(Br)o2)cc1 | 16 | -2
O=C(Nc1ccc(Cl)c(S(=O)(=O)N2CCOCC2)c1)c1cn2ccccc2n1 | 2 | 9
CCc1ccc(OCC(=O)NNC(=O)Cc2c(F)cccc2Cl)cc1 | -3 | -5
CCCNC(=O)C(CC)NC(=O)c1cccc([N+](=O)[O-])c1 (configuration not stated) | 3 | 3
CC(C)(C)C(=O)NC1(C(F)(F)F)NC(=O)N(c2ccccc2F)C1=O (configuration not stated) | -4 | -10
Cc1ccc2c(N)c(C(=O)N(c3ccccc3)c3ccccc3)sc2n1 | 6 | 0
O=C(Nc1nnc(-c2cccs2)o1)c1cccc(F)c1 | 2 | -9
O=C(NCc1ccccc1Br)C1CCCO1 (configuration not stated) | -1 | 3
O=C(c1cc2cc(Cl)ccc2[nH]1)N1CCCCC1 | 9 | -8
C[C@H](NC(=O)OC(C)(C)C)c1nnc(SCC(=O)c2ccc(Cl)cc2)o1 | -10 | -4
CC(=NO)c1ccc2c(c1)Cc1cc([N+](=O)[O-])ccc1-2 | 5 | -2
C/C(=N\N=C\c1ccc(N(C)C)cc1)c1cccc([N+](=O)[O-])c1 | -7 | 13
COc1ccc(C(=O)COC(=O)CCN2C(=O)C3C4CC(C(Br)C4Br)C3C2=O)cc1 (configuration not stated) | -6 | 6
COc1ccc(C(=O)NCC(=O)N2CCN(C(=O)c3ccco3)CC2)cc1[N+](=O)[O-] | 1 | -1
CCc1nnc(NS(=O)(=O)c2ccc(NC(=O)C(c3ccccc3)c3ccccc3)cc2)s1 | -1 | 5
CC1(NC(=O)CCNC(=O)c2ccc(C(C)(C)C)cc2)CCS(=O)(=O)C1 (configuration not stated) | -27 | 4
CCN(Cc1ccc(OC)c(F)c1)C(C)C(=O)Nc1ccc(S(=O)(=O)N2CCCC2)cc1 (configuration not stated) | 4 | 2
CCOC(=O)CNc1nc2ccccc2n2c(C)nnc12 | 4 | 3

Gathered by group, the compounds so far with a thiophene ring, fused or not (3)
SMILES | H9c2 TAG inh | H9c2 TAG inh DAPI viability
C[C@H]1CN([C@@H](C)CO)C(=O)c2cc(Br)cnc2O[C@H]1CN(C)S(=O)(=O)c1cccs1 | -5 | -6
Cc1ccc2c(N)c(C(=O)N(c3ccccc3)c3ccccc3)sc2n1 | 6 | 0
O=C(Nc1nnc(-c2cccs2)o1)c1cccc(F)c1 | 2 | -9

Four successive compounds from above:
SMILES | H9c2 TAG inh | H9c2 TAG inh DAPI viability
N#Cc1c2ccc(OCC(N)=O)cc2n2ccccc12 | 6 | 16
CCN(CC)c1ccc(NC(=O)c2ccc(Br)o2)cc1 | 16 | -2
O=C(Nc1ccc(Cl)c(S(=O)(=O)N2CCOCC2)c1)c1cn2ccccc2n1 | 2 | 9
CCc1ccc(OCC(=O)NNC(=O)Cc2c(F)cccc2Cl)cc1 | -3 | -5

The main list resumes, starting 4 compounds before the break.
SMILES | H9c2 TAG inh | H9c2 TAG inh DAPI viability
CCc1nnc(NS(=O)(=O)c2ccc(NC(=O)C(c3ccccc3)c3ccccc3)cc2)s1 | -1 | 5
CC1(NC(=O)CCNC(=O)c2ccc(C(C)(C)C)cc2)CCS(=O)(=O)C1 (configuration not stated) | -27 | 4
CCN(Cc1ccc(OC)c(F)c1)C(C)C(=O)Nc1ccc(S(=O)(=O)N2CCCC2)cc1 (configuration not stated) | 4 | 2
CCOC(=O)CNc1nc2ccccc2n2c(C)nnc12 | 4 | 3
CC(C)c1nnc(NC(=O)CCC(=O)NCCc2ccccc2)s1 | 5 | -7
O=C(NCCCO)c1ccc(CSc2nc3ccccc3[nH]2)cc1 | -12 | 2
S=c1[nH]nc(Cc2cccs2)n1-c1ccccc1Cl | -8 | 5
CCN(CC)C(=O)C1CCCN(Cc2cccc(Cl)c2)C1 (configuration not stated) | 12 | -4
CC(C)CCN(C(=O)CCSc1ccc(F)cc1)c1c(N)n(Cc2ccccc2)c(=O)[nH]c1=O | 8 | -1
Cc1ccccc1C(=O)Nc1ccnn1C1CCN(CC2CC=CCC2)CC1 (configuration not stated) | 4 | 14
COc1ccc(NC(=O)c2cccc(N3C(=O)c4cccc([N+](=O)[O-])c4C3=O)c2)cc1 | 15 | -3
Cn1nnnc1SCC(=O)NCc1ccc2c(c1)OCO2 | 10 | -4
O=C(Cn1ncc2c1-c1ccccc1OC2)Nc1cccc(Cl)c1 | -17 | 6
CC1CCC2(CC1)NC(=O)N(CC(=O)NCc1ccc3c(c1)OCO3)C2=O (configuration not stated) | -4 | -5
Cc1ccc(OCC(=O)Nc2ccc(S(=O)(=O)Nc3ccccn3)cc2)cc1 | -7 | 0
COc1cc(CNC(=O)c2cnccn2)cc(OC)c1 | 3 | -6
Cc1cc(N2CCCCCC2)nc2ccccc12 | -3 | -3
O=C(CCCCCl)Nc1c2c(nc3ccccc13)CCC2 | -4 | 2
CCOC(=O)C/C(N)=N/NC(=O)c1ccc(Cl)cc1Cl | -3 | 5
COc1ccc(CNC(=O)c2cc3c(=O)[nH]c4ccccc4c3n2C)cc1 | 9 | 2
Brc1ccc2nc(-c3cccs3)c(NCC3CCCO3)n2c1 (configuration not stated) | 3 | -14
Cc1nc(CN(C)C(=O)c2cc(COc3c(F)cccc3F)on2)cs1 | -5 | -1
CC(C)Oc1ccc(C(=O)N2CCC(CCC(=O)NC3CC3)CC2)cc1 | -26 | 1
COc1ccc(C(C#N)N2N=C(C)CC2(C)C)cc1OC (configuration not stated) | -11 | -1
COC(=O)c1ccc(NC(=S)N(Cc2cccnc2)Cc2ccco2)cc1 | 9 | -5
Cc1ccc(S(=O)(=O)N2CCN(c3nc(-c4cccs4)nc4ccccc34)CC2)cc1 | 24 | 10
Cc1cc(N2CCOCC2)nc(C(C)C)n1 | -3 | 4
COc1ccccc1NS(=O)(=O)c1cccc(C(=O)NNC(=O)c2ccc(O)c(Cl)c2)c1 | 2 | -1
Cc1cc2nc(C)n3c4ccccc4nc3n2n1 | 28 | -9
The results go on.
SMILES | H9c2 TAG inh | H9c2 TAG inh DAPI viability
CN(C)/C=N/C(=S)Nc1ccccc1 | -3 | 7
OC(Cn1ccnc1)c1ccc(Cl)cc1Cl (configuration not stated) | 18 | -5
O=C(O)C1CCCCC1C(=O)NCc1cn2ccccc2n1 (configuration not stated) | 1 | 3
NC(N)=NCCCc1cn(CC(=O)N2CCNCC2)nn1 | -15 | -7
O=S(=O)(Nc1nc2c(s1)CCCC2)c1ccc(Br)cc1 | 2 | -5
CC1(CCBr)C(=O)N(c2ccccc2)c2ccccc21 (configuration not stated) | -4 | -7
NC(=O)c1ccc(OCC(=O)N2CCNC2=O)cc1 | 1 | -1
Cc1ccc(C(=O)N(CCc2ccccc2)Cc2ccccc2)cc1S(=O)(=O)N1CCCCC1 | -5 | 0
CCOc1ccc(CN(C)C(=O)c2cccc(S(=O)(=O)Nc3ccccc3OC)c2)cc1OC | -7 | 5
Cc1ccc(C(=O)COc2nc(C)nc3ccccc23)cc1 | -10 | 2
CCC(=O)N/N=C(\C)CC(=O)Nc1ccc2c(c1)OCCO2 | 0 | 8
COc1cc(NC(=O)C2COc3ccccc3O2)c(OC)cc1Cl (configuration not stated) | -38 | 10
CC(=O)Nc1ccc(S(=O)(=O)NCC(=O)OCC(=O)NCc2ccco2)cc1 | 6 | -1
O=C(CSc1ccc(-c2ccc(-n3cccn3)cc2)nn1)Nc1ccccc1F | -2 | 10
O=C(CN1C(=O)NC2(CCCc3ccccc32)C1=O)Nc1cc(F)ccc1F (configuration not stated) | 7 | 1
COc1ccc(-c2nc(CSCC(=O)NCc3ccc4c(c3)OCO4)c(C)o2)cc1OC | 1 | -9
CCC1CCCCN1C(=O)CSc1nc2c(cnn2-c2ccc(C)cc2)c(=O)[nH]1 (configuration not stated) | -3 | -7
N#Cc1sc(NCc2ccccc2)nc1Cl | -34 | 3
CC(C)CCNC(=O)COC(=O)/C=C/c1ccc2ccccc2n1 | -9 | -12
COc1ccc(NC(=O)c2ccc(CN3CCc4ccccc4C3)cc2)cc1OC | -2 | -3
COc1cccc(CN2C(=O)CCC2(C)C(=O)NC2CCCCC2)c1 (configuration not stated) | 14 | -7
CCc1cc2c(SCC(=O)NCC3CCCO3)ncnc2s1 (configuration not stated) | -20 | 1
O=S(=O)(c1ccccc1)[C@@]1(c2ccccc2)C[C@@H]2ON=C(c3cccc(-c4ccccc4)c3)[C@@H]2C1 | -24 | 1
CN(C(=O)CSc1nnc(C2CC2)n1-c1ccccc1)C1CCS(=O)(=O)C1 (configuration not stated) | 7 | 7
O=C(NC1CCCCC1)N1CCc2[nH]c3ccccc3c2C1 | 3 | 6

Laid out differently: entries from further up
The line under a structure holds: H9c2 TAG inh	H9c2 TAG inh DAPI viability
Cc1ccc(C(=O)N(CCc2ccccc2)Cc2ccccc2)cc1S(=O)(=O)N1CCCCC1
 : -5	0
COc1cc(NC(=O)C2COc3ccccc3O2)c(OC)cc1Cl (configuration not stated)
 : -38	10
O=C(O)C1CCCCC1C(=O)NCc1cn2ccccc2n1 (configuration not stated)
 : 1	3
COc1ccc(NC(=O)c2ccc(CN3CCc4ccccc4C3)cc2)cc1OC
 : -2	-3
CC1(CCBr)C(=O)N(c2ccccc2)c2ccccc21 (configuration not stated)
 : -4	-7

Later entries
SMILES | H9c2 TAG inh | H9c2 TAG inh DAPI viability
Cc1ccccc1CNC(=O)C1CCC(=O)N(C2CC2)C1 (configuration not stated) | 18 | -2
Cc1ccc(C)c(NC(=O)CS(=O)(=O)c2c[nH]c3ccccc23)c1 | -16 | -8
CC1(C(=O)NCC2CC2)CCN1C(=O)C1(c2ccccc2)CC1 (configuration not stated) | -18 | 6
O=C(CCN1C(=O)c2ccccc2C1=O)OCN1C(=O)c2ccccc2C1=O | 2 | 0
CCOc1ccccc1NC(=O)C1CCC(CNc2c(N3CCOCC3)c(=O)c2=O)CC1 (configuration not stated) | 2 | -2
CCOc1ccc(S(=O)(=O)N2CCCCC2)cc1NC(=O)C1=COCCO1 | 7 | -5
COc1ccc(C(=O)Nc2ccccc2C(=O)N/N=C/c2ccccn2)cc1OC | 41 | -15
CCOC(=O)c1ccccc1NC(=O)CSc1ccc(-c2ccccn2)nn1 | 5 | -1
C[C@@H]1CN([C@@H](C)CO)C(=O)c2cccc(NC(=O)C3CCCCC3)c2O[C@@H]1CN(C)C(=O)NC1CCCCC1 | 30 | -19
Cc1cscc(C)c1=S | -2 | -4
C/C(=C\C(=O)c1ccc(Br)cc1)Nc1cccc(Cl)c1 | -28 | -2
COc1cccc(C2=N/C(=C\N(C)C)C(=O)O2)c1 | 7 | -7
CC#CCN1c2ccccc2[C@]23C[C@@H](C(=O)OC)N(C(=O)C4CCC4)C2=NC(C(=O)OC)=C(C(=O)OC)[C@H]13 | 10 | -8
Oc1cccc(-c2nc3ccccc3s2)c1 | 0 | 8
CCOc1ccc(S(=O)(=O)N2CCC(C(=O)NCc3cccnc3)CC2)cc1 | -10 | 2
CN(C)CCNC(=O)c1ccc(Sc2ccc(Br)cc2)c([N+](=O)[O-])c1 | -7 | 15
CCn1c(=O)c(NC(=O)c2ccccc2)c2n(c1=S)CCCCC2 | -1 | -1
CCCCCCCCNC(CO)(CO)CO | -9 | 12
CC1SCC(NC(=O)c2cccc(Cl)c2)CS1 (configuration not stated) | 10 | 1
Cc1cc(C(=O)OCC(=O)N(C)c2c(N)n(Cc3ccccc3)c(=O)[nH]c2=O)c(C)n1-c1ccccc1 | -26 | 3
